CFTR F508del cor – CFTR F508del correction in bronchial cells. CFBE cells, YFP halide quenching; stimulated with forskolin plus potentiator P3; % fluorescence drop versus neutral controls. activity (quench increase), % at 7.58 µM. 350,000 tested, 0.36% active. AID 720511;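 active = mean added fluorescence quench of at least 8% versus neutral control, with both replicates also reaching 8%; inconclusive = only one of the mean or replicate conditions met; inactive = mean below 8% and not both replicates reaching 8%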;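 also: cells transiently co-express mutant CFTR-F508del with the halide-sensitive YFP; corrector assay measuring rescue of mutant channel to the surface after 24 h compound exposure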
Xi reactivation – X-chromosome reactivation activator. XiGFP mouse fibroblasts, % GFP-positive cells imaging, 3 d; cells co-treated with 5-aza-dC sensitizer; scaled so ellipticine positive control = 100%. activation, % at 7.58 µM. 360,000 tested, 0.055% active. AID 743238;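 active = mean normalized replicate activation at least 10% and every replicate at or above 10%; inconclusive = only one of the two criteria met; inactive = mean below 10% and not all replicates reach 10%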;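 also: 0% = median of on-plate neutral control wells and 100% = ellipticine 6 µM median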
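Material: SV40-immortalized XiGFP fibroblast cells, line 68-5-11 | Buffer or medium: DMEM containing 5-aza-dC | Dosing: One concentration, pinned | Times: 3 d treatment, 15 min room-temperature fixation | Controls: Ellipticine 6 µM positive control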
Casp6 inh – caspase-6 (human) enzyme inhibition | 350,000 tested, 0.53% active | inhibition, % at 12.5 µM | AID 686996 | purified caspase-6, Z-VEID-R110 cleavage fluorescence;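 active = mean inhibition across replicates at least about 35%, with every replicate also reaching that limit, limit read from the data; inconclusive = only one of the two criteria met; inactive = neither criterion met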;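 also: 0% = median of neutral control wells and 100% = no fluorescence left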
Target sequence (P55212 24-179 limits assumed): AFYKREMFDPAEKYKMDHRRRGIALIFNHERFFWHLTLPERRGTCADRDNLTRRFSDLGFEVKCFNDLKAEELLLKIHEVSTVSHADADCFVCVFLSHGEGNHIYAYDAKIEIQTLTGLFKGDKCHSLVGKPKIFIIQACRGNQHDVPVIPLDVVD
Target sequence (P55212 194-293 limits assumed): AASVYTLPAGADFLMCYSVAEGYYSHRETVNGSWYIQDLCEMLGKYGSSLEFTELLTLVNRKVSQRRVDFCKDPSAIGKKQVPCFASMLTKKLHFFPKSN
GSIS activator – GLuc luminescence reporter in INS-1E cells, primary screen for activators of glucose-dependent secretion of insulin; INS-1E GLuc reporter insulin secretion, 2-3 h; activation, % at 16.6 µM; 370,000 tested, 0.61% active;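 active = lowest replicate activation of at least 40%, so every replicate reaches that level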;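 also: 0% = median of neutral control wells and 100% = median of IBMX positive control wells; some compounds called inactive have numbers as strong as hits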
DENV2 CPE rescue – inhibitors of DENV2 cytopathic effect. 350,000 tested, 1.7% active. CPE inhibition, % at 9.99 µM. DENV2-infected cells, cytopathic effect rescue, plate reader. AID 651640; in the data active = CPE inhibition above about 20%, passing the limit was not always enough; inconclusive = no clear call, values can overlap the other calls; tested in BHK-21 cells;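 also: 0% = median of neutral control wells and 100% = median of positive control wells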
RAD52 inh – blocks human RAD52 DNA annealing. AID 651710. 360,000 tested, 0.46% active. inhibition, % at 18.7 µM. recombinant RAD52 DNA annealing, FRET fluorescence. P43351;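 active = every replicate showing at least 50% inhibition; inconclusive = mean inhibition at least 50% but not in every replicate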
RAD54 inh – inhibitors of human RAD54 branch migration; inhibition, % at 10.4 µM; AID 602329; RAD54 Holliday junction branch migration, FAM/BHQ fluorescence; 360,000 tested, 0.14% active;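 active = mean normalized replicate activity at least 40 and at least half of replicates scoring 40 or more; inconclusive = only one of the two criteria met; inactive = mean below 40 and under half of replicates reaching 40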;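 also: 0% = median of neutral control wells and 100% = median of positive control wells; inhibitors cause a drop in the FAM fluorescence signal; in these data hits start at about 50%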
E-sel inducer – induces E-selectin expression in human endothelial cells; P16581; HUVEC E-selectin immunofluorescence imaging; normalized: neutral wells 0, TNF-alpha wells 100; activation, % at 7.58 µM; 260,000 tested, 0.37% active;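 active = mean E-selectin-positive cell signal at least 10% of the positive control, reached in at least 60% of replicates, without over 20% cell loss; inconclusive = no rule given, readout overlaps actives, possibly toxicity-flagged; inactive = the rest, including those meeting only one limit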;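 also: in these data hits start at about 27%; measured in HUVEC primary endothelial cells; signal is the percent of cells scored E-selectin positive by PE staining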
Target sequence (P16581 whole entry, looked up): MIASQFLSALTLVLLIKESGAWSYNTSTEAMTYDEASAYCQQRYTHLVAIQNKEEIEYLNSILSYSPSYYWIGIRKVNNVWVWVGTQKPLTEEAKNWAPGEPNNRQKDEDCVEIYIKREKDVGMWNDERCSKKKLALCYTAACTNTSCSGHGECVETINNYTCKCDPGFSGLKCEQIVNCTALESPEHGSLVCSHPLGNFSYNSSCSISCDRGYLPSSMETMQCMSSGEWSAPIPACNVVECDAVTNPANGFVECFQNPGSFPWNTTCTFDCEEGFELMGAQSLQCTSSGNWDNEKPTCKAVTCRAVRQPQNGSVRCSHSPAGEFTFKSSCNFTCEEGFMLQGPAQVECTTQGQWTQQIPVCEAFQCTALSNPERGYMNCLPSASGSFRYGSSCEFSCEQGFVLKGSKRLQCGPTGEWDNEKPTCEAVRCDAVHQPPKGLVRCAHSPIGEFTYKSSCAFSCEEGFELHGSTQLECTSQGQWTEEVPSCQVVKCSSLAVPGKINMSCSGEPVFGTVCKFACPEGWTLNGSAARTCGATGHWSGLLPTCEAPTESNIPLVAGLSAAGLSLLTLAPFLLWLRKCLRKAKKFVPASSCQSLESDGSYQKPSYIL
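Test system: HUVEC; input: 3,000 HUVEC/well; measured by: immunofluorescence imaging; read-out: % PE-positive cells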
Starred values were filed as active, the others as inactive; ? = inconclusive; nt = no result given; & = joins results of further samples.

SMILES | CFTR F508del cor | Xi reactivation | Casp6 inh | GSIS activator | DENV2 CPE rescue | RAD52 inh | RAD54 inh | E-sel inducer
CC1(c2ccccc2)NC(=O)N(CC(=O)Nc2cccc(/C=C/c3ccccn3)c2)C1=O (centres undefined) | 0.6 | 0.9 | 7.0 | -5.3 | 11.6 | -28.6 | -3.3 | 5.9
OCCC1CN(Cc2cccn2-c2cccnc2)CCN1C1CCCC1 (centres undefined) | 0.1 | 0.2 | -3.3 | 5.2 | -3.6 | -14.6 | nt | -0.5
CCCNC(=O)Nc1ccc2c(c1)OC[C@H](C)N(Cc1cccnc1)C[C@@H](C)[C@@H](OC)CN(C)C2=O | 0.9 | 0.5 | nt | -11.2 | 1.0 | -5.4 | 1.4 | 1.0
O=C(NCc1ccc(OC(F)(F)F)cc1)C1CC2Cn3c(nc4ccccc43)C2N1c1ccccc1 (centres undefined) | -1.9 | 0.1 | -1.4 | -17.0 | 12.5 | -11.7 | -8.5 | 0.1
CCOc1ccc(CCN2C(=S)N([C@@H](Cc3ccc(O)cc3)CN3CCCC3CN3C(=S)NC[C@@H]3Cc3ccc(O)cc3)C[C@@H]2CC(C)C)cc1 (some centres undefined) | 3.1 | 1.5 | 4.4 | nt | -2.9 | -45.9 | 2.5 | nt
Cc1cc(-c2nnc(CCC(=O)NCc3cccc(C(F)(F)F)c3)o2)no1 | 2.0 | 0.2 | -3.3 | -4.5 | -4.3 | -20.3 | -5.7 | nt
COc1ccc(S(=O)(=O)Nc2ccc3c(c2)CC(=O)N([C@@H](C)CO)C[C@@H](C)[C@@H](CN(C)Cc2ccccc2)O3)cc1 | 3.0&0.9 | 0.1&-0.7 | -0.2&2.9 | 3.9 | -6.8&4.2 | 8.0&-27.6 | -9.1&2.7 | 1.4
COc1ccccc1C(C(=O)NCc1ccccc1)N(C(=O)c1csnn1)C1CC1 (centres undefined) | -0.3 | 0.1 | -0.2 | 7.8 | -4.3 | -11.0 | 5.6 | nt
O=C(NCC(=O)N(CC1CCCO1)C(C(=O)NC1CCCCC1)c1ccccc1)c1cccs1 (centres undefined) | 0.7 | nt | -1.6 | -24.6 | -0.2 | 2.4 | 1.2 | nt
Cc1ccc(C)c(NC(=O)CN2C(=O)CC(C)S(=O)(=O)c3ccccc32)c1 (centres undefined) | 1.5 | 0.3 | 0.5 | 8.7 | 10.2 | -11.0 | -2.1 | nt
C[C@@H]1CN([C@@H](C)CO)C(=O)c2cc(NC(=O)CCC(F)(F)F)ccc2O[C@@H]1CN(C)S(=O)(=O)c1ccc(Cl)cc1 | -3.9 | -1.0 | 2.2 | 1.5 | -8.4 | 15.9 | -10.6 | 0.5
Cc1cccc(C)c1NC(=O)COC(=O)c1cc(=O)[nH]c2ccccc12 | 0.1 | 0.2 | -1.7 | 3.4 | ? | -14.5 | 3.0 | 1.6
CC(=O)c1ccc(-n2nncc2C(C)(C)C)cc1 | -0.6 | nt | -1.6 | 7.1 | -3.4 | 0.7 | nt | nt
CC1(CO)COC2(OC1)C(=O)Nc1ccccc12 (centres undefined) | -1.0 | 0.0 | 2.5 | 15.2 | -7.5 | -4.6 | 10.5 | -0.2
COCC(=O)N(C)C[C@H]1Oc2cc(C#CC3CCCC3)ccc2S(=O)(=O)N([C@H](C)CO)C[C@H]1C | -2.3 | -1.1 | nt | -2.1 | nt | nt | nt | 0.7
Cc1ccc(C(=O)c2coc3ccc(O)cc23)cc1 | nt | 0.5 | -0.5 | 7.4 | -3.2 | -4.3 | 3.5 | 1.1
C[C@H]1CN([C@@H](C)CO)C(=O)c2cc(NC(=O)c3ccncc3)ccc2O[C@@H]1CN(C)S(=O)(=O)c1ccccc1 | -4.1 | -0.1 | 1.2 | 18.6 | -3.8 | -4.6 | 15.6 | -14.9
CC1CCN(C(=O)/C(=C\c2ccco2)NC(=O)c2ccccc2)CC1 | 1.3 | -0.1 | 13.9 | -22.5 | 10.7 | -9.3 | nt | -0.3
O=C(c1ccc([N+](=O)[O-])cc1)N1CCC(Cc2ccccc2)CC1 | 1.7 | 0.1 | 2.4 | -24.4 | nt | -5.0 | nt | nt
OC[C@@H]1[C@H](c2ccccc2)C2(CN(CC3CC3)C2)N1Cc1nccs1 | -1.1 | 0.7 | -2.3 | 3.1 | -4.5 | -33.2 | nt | 0.1
COCc1cc(C)nc(SCC[N+](C)(C)CC(=O)c2ccc(Br)cc2)c1C#N | 1.2 | 0.0 | -0.7 | 4.0 | 3.6 | 7.0 | nt | nt
C[C@H](NC(=O)C[C@H]1C[C@H]2c3cc(NC(=O)c4cccnc4)ccc3O[C@H]2[C@@H](CO)O1)c1ccccc1 | 0.4 | 0.2 | 0.4 | 12.3 | -0.6 | 4.2 | ? | 0.5
CO[C@@H]1CN(C)C(=O)c2ccc(NC(=O)Nc3ccccc3F)cc2OC[C@@H](C)N(Cc2ccccc2F)C[C@H]1C | 3.6 | 0.0 | -3.6 | -18.7 | 11.7 | 3.3 | -0.4 | -0.1
O=C(NC1CCCCCC1)C1CCN(S(=O)(=O)c2c(Cl)cccc2Cl)CC1 | 0.6 | -0.1 | 0.8 | -13.6 | 1.6 | 0.0 | 2.6 | -0.1
Cc1ccc(S(=O)(=O)c2c(C)cc(C)nc2N2CCOCC2)cc1 | -2.9 | 0.0 | -1.0 | 1.8 | -9.8 | -8.7 | -1.0 | nt
SMILES | CFTR F508del cor | Xi reactivation | Casp6 inh | GSIS activator | DENV2 CPE rescue | RAD52 inh | RAD54 inh | E-sel inducer
O=[N+]([O-])c1cccc(S(=O)(=O)NCc2ccccn2)c1 | 1.1 | 0.0 | 1.0 | -7.1 | -2.2 | 2.7 | -11.4 | 0.0
COc1ccc(-n2nnnc2SCC(=O)N2CCN(C(=O)c3ccco3)CC2)cc1OC | 5.8 | 0.0 | -1.6 | 18.8 | -1.1 | -5.3 | nt | -0.9
Cc1cccc2nc(CSc3nnc(N)s3)cn12 | nt | 0.0 | 3.1 | -7.4 | 0.1 | -14.9 | nt | 0.0
COc1ccc(S(=O)(=O)Nc2ccc3c(c2)C(=O)N([C@@H](C)CO)C[C@@H](C)[C@@H](CN(C)Cc2ccc(C(F)(F)F)cc2)O3)cc1 | 6.6 | -0.4 | 1.6 | -22.0 | 7.2 | -27.1 | -3.2 | -0.3
Cc1noc(NS(=O)(=O)c2ccc(NC(=O)c3cc(F)c(F)c(F)c3F)cc2)c1C | -2.3 | 0.2 | 9.0 | 19.7 | -3.0 | -3.4 | nt | 23.9
CCC(=O)N1CC(=O)N2[C@H](C1)[C@@H](c1ccc(C#Cc3cccc(OC)c3)cc1)[C@@H]2CO | 1.9 | 0.2 | 1.5 | -8.5 | 3.7 | -4.8 | nt | 0.0
Cc1ccc(Cl)cc1-c1cc(C(=O)Nc2ccc(F)cc2)[nH]n1 | 1.7 | -0.1 | -1.0 | 38.6 | -4.7 | -29.8 | 5.6 | 0.2
COc1ncc(-c2cccc3nccn23)c(OC)n1 | -0.6 | 0.1 | -0.6 | nt | 1.9 | -0.2 | -10.7 | nt
O=c1c(C(c2ccc(Br)cc2)c2c(O)nc3n(c2=O)CCS3)c(O)nc2n1CCS2 | -1.4 | 0.0 | 4.9 | -1.8 | 1.8 | -12.9 | nt | nt
Oc1ccccc1-c1cc(-c2ccc(F)cc2)n[nH]1 | 1.1 | 0.1 | 0.3 | nt | 0.4 | -8.8 | -0.3 | nt
COc1cccc(CN2CC3(CCN(Cc4ccccn4)CC3)c3c([nH]c4cc(OC)ccc34)[C@H]2CO)c1 | 0.2 | 0.1 | -6.4 | -8.1 | -10.9 | 0.3 | nt | -0.6
COc1ccc(OCc2nnc(SCC(=O)Nc3ccc(C)cc3)o2)cc1 | -7.0 | 0.3 | 1.4 | 4.8 | -5.6 | -12.2 | -2.6 | nt
COc1ccc(NC(=O)c2oc3ccccc3c2C)cn1 | 0.4 | -0.1 | 3.4 | 8.0 | ? | -16.2 | -15.2 | 0.0
CO[C@H]1CN(C)C(=O)c2cc(NS(C)(=O)=O)ccc2OC[C@@H](C)N(C(=O)C2CCOCC2)C[C@H]1C | -1.6 | -0.1 | nt | -6.6 | 0.6 | -23.8 | 0.6 | 0.1
COC(=O)c1sccc1NC(=O)CC1NCCNC1=O (centres undefined) | -1.0 | -0.1 | 2.2 | nt | -1.6 | -15.4 | nt | 0.0
Cc1cc(CN2CCN(c3ncc(Cc4ccccc4)cn3)CC2)cc(C)c1O | -2.4 | -0.1 | -3.7 | nt | 5.3 | -7.5 | nt | -0.2
CCOC(=O)[C@H]1[C@H]2COc3cc(OC)ccc3[C@@H]2N2C(=O)CN(CC3CCCO3)C(=O)[C@@]12C (some centres undefined) | 0.9 | 0.0 | -4.7 | 2.5 | -14.1 | -181.3 | -2.1 | -0.1
CCN(C[C@H]1N[C@@](Cc2ccccc2)(C(=O)OC)[C@H]2C(=O)N(Cc3ccccc3)C(=O)[C@@H]12)C(=O)c1ccccc1 | 0.6 | 0.2 | 1.4 | -1.5 | 4.7 | -7.1 | -0.6 | -0.1
COC(=O)c1ccc(CSC2=NC[C@@H]3[C@@H]4C(=O)N(C)C(=O)[C@@H]4[C@](C)(C(=O)OC)N23)cc1 | 3.0 | 0.0 | -1.2 | 2.7 | 9.3 | -7.7 | 4.6 | 3.9
CCCn1cc(S(=O)(=O)c2ccc(F)cc2)c(=O)c2cc(OCC)ccc21 | -0.3 | 0.0 | 0.7 | 5.0 | -0.4 | -3.9 | -5.1 | nt
C[C@H](CO)N1C[C@H](C)[C@@H](CN(C)C(=O)C2CCC2)Oc2ncc(-c3ccncc3)cc2C1=O | -0.4 | -0.6 | nt | 2.3 | nt | nt | nt | -0.1
O=C(CSc1ccc(Cl)cc1)Nc1ccccc1 | 0.5 | 0.0 | -0.3 | nt | -2.8 | -1.2 | 1.5 | nt
O=C(C[C@H]1C[C@H]2c3cc(NC(=O)c4ccc5c(c4)OCO5)ccc3O[C@H]2[C@@H](CO)O1)NC1CCCC1 | -2.1 | 0.0 | 0.9 | 13.5 | -1.0 | 0.6 | 8.3 | 0.0
COc1ccc(NC2CCCN(C(=O)c3c(C)noc3C)C2)cc1 (centres undefined) | -3.4 | 0.1 | -0.3 | -2.5 | -8.8 | -2.6 | 0.8 | 0.1
C[C@H]1CN([C@@H](C)CO)C(=O)Cc2cc(NC(=O)Nc3ccc(C(F)(F)F)cc3)ccc2O[C@@H]1CN(C)C(=O)NC1CCCCC1 | 1.2 | -0.5 | 3.7 | -3.3 | 1.9 | -7.5 | 1.4 | 1.0

Limited to RAD54 inh (3 entries from above):
| SMILES | RAD54 inh |
| --- | --- |
| O=C(C[C@H]1C[C@H]2c3cc(NC(=O)c4ccc5c(c4)OCO5)ccc3O[C@H]2[C@@H](CO)O1)NC1CCCC1 | 8.3 |
| O=C(CSc1ccc(Cl)cc1)Nc1ccccc1 | 1.5 |
| CCCn1cc(S(=O)(=O)c2ccc(F)cc2)c(=O)c2cc(OCC)ccc21 | -5.1 |

Assay outcomes as filed in PubChem.
